Compound activity deposited in PubChem BioAssay by several laboratories.
LEDGF integ inh – blocks HIV-1 LEDGF/p75-dependent DNA integration | actives 0.64% (n = 370,000) | inhibition, % at 3.7 µM | TR-FRET IN-LEDGF/p75 DNA integration, Eu/Cy5;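 active = inhibition above the screen-wide mean plus 3 SD, cut at about 13% in these data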;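 note: signal is the Cy5 over europium emission ratio at 671 and 618 nm; 0% = plate median of compound wells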
HTRA1 inhibitor – inhibitors of human serine peptidase HTRA1; recombinant HTRA1, FP-rhodamine activity-based probe, fluorescence polarization; inhibition, % at 5.96 µM; actives 0.5% (n = 340,000); in the data active = inhibition above about 36%;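 note: 0% = enzyme with DMSO and 100% = wells lacking enzyme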
Target sequence (Q92743 whole entry, looked up): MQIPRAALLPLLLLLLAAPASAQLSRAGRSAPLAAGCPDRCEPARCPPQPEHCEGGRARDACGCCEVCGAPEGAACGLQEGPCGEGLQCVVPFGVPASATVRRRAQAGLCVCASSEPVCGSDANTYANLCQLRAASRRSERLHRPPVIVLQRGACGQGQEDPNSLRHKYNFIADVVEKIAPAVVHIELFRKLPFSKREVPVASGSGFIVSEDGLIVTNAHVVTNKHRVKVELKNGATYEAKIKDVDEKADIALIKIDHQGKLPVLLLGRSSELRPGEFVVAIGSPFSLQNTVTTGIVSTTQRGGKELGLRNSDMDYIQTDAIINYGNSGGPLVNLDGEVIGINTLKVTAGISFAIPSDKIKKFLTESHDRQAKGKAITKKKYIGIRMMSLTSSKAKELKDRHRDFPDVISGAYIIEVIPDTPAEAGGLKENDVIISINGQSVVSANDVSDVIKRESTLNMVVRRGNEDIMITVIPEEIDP
MBD2 DNA inh – MBD2-methylated oligo binding inhibition; actives 0.31% (n = 370,000); Q9UBB5; TR-FRET, MBD2 binding to methylated oligonucleotide; AID 686964; inhibition, % at 4.4 µM; in the data active = inhibition above about 13%
UHRF1 MBD2 ctr – blocks human UHRF1 binding to methylated DNA. Q96T88. actives 0.75% (n = 370,000). inhibition, % at 4.4 µM. UHRF1 binding to methylated oligo, TR-FRET; in the data active = inhibition above about 21%;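 note: UHRF1 SRA domain binding a hemimethylated CpG hairpin DNA probe; 0% = median of test compound wells and 100% = reference inhibitor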
NR1D1 modulator – modulates human Rev-erb alpha binding to DNA; Rev-erbα–FITC-DNA binding, fluorescence polarization, 90 min; activity, % at 10 µM; actives 0.79% (n = 370,000);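 active = activity above about 14%, limit read from the data; passing the limit was not always enough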;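 note: 0% = DMSO wells with 35 nM protein and 100% = DMSO wells with 750 nM protein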
rCAG RNA binder – r(CAG) repeat RNA binding | TO-PRO-1 dye displacement fluorescence | inhibition, % at 3 µM | actives 1.3% (n = 370,000);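 active = inhibition above the plate cutoff, the mean of all test compounds on that plate plus 3 SD, cut at about 35% in these data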;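 note: 0% = DMSO alone and 100% = 100 µM mitoxantrone as full dye displacement; higher means more dye released from RNA so lower well fluorescence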
TCR CD3 inh – human TCR-CD3 binding inhibition | TAMRA-labeled TCR probe fluorescence, biochemical | inhibition, % at 9.4 µM | actives 0.37% (n = 360,000); in the data active = inhibition above about 19%;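 note: recombinant mutant TCR 2C K166C tagged with TAMRA read by polarization; 0% = receptor in buffer alone and 100% = receptor with positive control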
PRMT1 inh – blocks human protein arginine methyltransferase 1; recombinant PRMT1, activity-based probe fluorescence polarization; Q99873; inhibition, % at 2.79 µM; AID 652257; actives 1.3% (n = 370,000);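 active = inhibition above about 21% made by adding two undisclosed values, limit read from the data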
mABHD4 FP – inhibits mouse alpha/beta hydrolase domain 4. Q8VD66. purified mABHD4, FP-Rh probe fluorescence polarization. inhibition, % at 8.92 µM. actives 0.54% (n = 370,000);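 active = inhibition exceeding the mean over every tested compound plus 3 SD, cut at about 30% in these data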;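 note: 0% = plate median of compound wells and 100% = S159A mutant with DMSO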
Target sequence (Q8VD66 whole entry, looked up, the tested form may be a part): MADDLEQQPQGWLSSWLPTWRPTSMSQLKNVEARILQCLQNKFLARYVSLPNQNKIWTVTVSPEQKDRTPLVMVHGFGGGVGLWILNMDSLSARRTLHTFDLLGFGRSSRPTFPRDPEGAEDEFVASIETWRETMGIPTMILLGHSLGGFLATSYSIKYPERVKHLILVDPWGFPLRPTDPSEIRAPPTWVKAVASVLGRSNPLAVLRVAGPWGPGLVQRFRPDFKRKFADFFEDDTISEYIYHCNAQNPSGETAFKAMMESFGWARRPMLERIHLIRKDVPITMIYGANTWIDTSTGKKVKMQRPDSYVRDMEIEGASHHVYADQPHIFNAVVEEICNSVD
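Material: mouse ABHD4 enzyme, wild type; Benchmarks: S159A mutant high control, sample median low control; Buffer or medium: HEPES pH 7.0, NaCl, Pluronic buffer; Signal: fluorescence polarization; Read-out: percent inhibition of probe binding, normalized to plate controls; Timing: pre-incubation 45 min, probe exposure 60 min, at 25 °C; Dosing: 8.92 µM, single dose.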
PG9 Ab binder – binds the HIV-1 gp120 antibody PG9; TR-FRET gp120-PG9 antibody binding; inhibition, % at 6.7 µM; actives 0.43% (n = 360,000); in the data active = inhibition above about 8.5%
Starred values were filed as active, the others as inactive; . = no result given. A portion of the library; rates above refer to the full screens.

The opening three compounds, to show the layout:
SMILES	LEDGF integ inh	HTRA1 inhibitor	MBD2 DNA inh	UHRF1 MBD2 ctr	NR1D1 modulator	rCAG RNA binder	TCR CD3 inh	PRMT1 inh	mABHD4 FP	PG9 Ab binder
COCC(=O)Nc1nc2n(n1)C(c1ccc(OC)cc1)CC(c1ccc(OC)cc1)N2 (stereo unspecified)	-1	5	0	-2	-3	-6	4	-1	1	0.1
Cc1cc(F)cc(-c2cc(C(=O)NCC3CCCCC3)[nH]n2)c1	2	.	-2	-4	-3	2	-1	0	-5	-2.1
COc1ccc(-n2nc(C(=O)NCC(=O)N3CCCC(C)C3)c3ccccc3c2=O)cc1 (stereo unspecified)	1	-2	0	-3	-3	-6	0	-5	5	-2.0

Main list, from the first entry:
SMILES	LEDGF integ inh	HTRA1 inhibitor	MBD2 DNA inh	UHRF1 MBD2 ctr	NR1D1 modulator	rCAG RNA binder	TCR CD3 inh	PRMT1 inh	mABHD4 FP	PG9 Ab binder
COCC(=O)Nc1nc2n(n1)C(c1ccc(OC)cc1)CC(c1ccc(OC)cc1)N2 (stereo unspecified)	-1	5	0	-2	-3	-6	4	-1	1	0.1
Cc1cc(F)cc(-c2cc(C(=O)NCC3CCCCC3)[nH]n2)c1	2	.	-2	-4	-3	2	-1	0	-5	-2.1
COc1ccc(-n2nc(C(=O)NCC(=O)N3CCCC(C)C3)c3ccccc3c2=O)cc1 (stereo unspecified)	1	-2	0	-3	-3	-6	0	-5	5	-2.0
Cc1ccc(C(=O)CC(SCC(=O)O)c2ccc([N+](=O)[O-])cc2)cc1 (stereo unspecified)	-2	-7	-3	1	-2	1	1	4	-3	-3.5
O=C(/C=C/c1ccccc1[N+](=O)[O-])N1CCCCC1	-2	-2	-1	-1	1	1	5	2	3	-3.5
Nc1nnc(-c2ccccc2F)s1	-2	.	4	-5	8	-5	2	-1	-5	0.5
CCN(CC)C(=O)COC(=O)c1cc(-c2ccc(OC)cc2)nc2ccccc12	-3	-47	-2	6	6	3	6	4	-22	-1.3
CCCNc1ccc(C(=O)OCC)cc1[N+](=O)[O-]	-5	-1	-4	-6	7	0	5	0	3	0.6
COc1ccc(C2=Nc3ccccc3C2(O)CCN2C(=O)c3ccccc3C2=O)cc1 (stereo unspecified)	0	-5	-7	0	-5	5	3	-2	-3	0.0
Cc1c([N+](=O)[O-])cc(C(=O)NCc2ccc(F)cc2)cc1[N+](=O)[O-]	2	1	0	-1	0	1	7	-4	2	-1.5
O=C(Nc1ccccc1)c1ccccc1NC(=O)C(F)(F)F	2	-14	7	4	1	1	8	-4	-3	-1.1
Cc1ccccc1NC1=C/C(=N\S(=O)(=O)c2ccc(C(=O)O)cc2)c2ccccc2C1=O	40*	26	-9	-1	-10	32	4	6	63*	-6.2
O=C(NCCc1ccc(Cl)cc1)c1n[nH]c2ccccc12	1	-34	0	5	-2	-1	-4	-1	-14	-1.6
Cc1nn(Cc2ccccc2Cl)c(C)c1NC(=O)c1cc(-c2ccc(F)cc2)on1	-5	-4	-2	0	-3	-2	-5	1	-2	-0.2
CCC(=O)NCCC(c1ccco1)c1ccccc1OC (stereo unspecified)	3	0	-5	-1	3	1	-3	3	-4	-1.9
COc1ccc(OC)c(NC(=O)COC(=O)/C=C/c2ccccc2Cl)c1	-3	-5	-1	-1	-1	-3	2	2	6	-1.5
Cc1ccc2[nH]c(=O)c(CN(CCN3CCOCC3)C(=O)Nc3ccc(F)cc3)cc2c1	-1	1	-6	0	2	0	8	-7	6	-0.3
COc1ccc(OCC(=O)N2CCN(c3nnc(-c4ccc(C)cc4)c4ccccc34)CC2)cc1	5	-16	3	3	6	1	-2	-5	-9	0.4
OCCC1CN(Cc2cccn2-c2cccnc2)CCN1C1CCCCC1 (stereo unspecified)	-4	3	1	-1	-2	-5	4	0	6	0.1
CN(C(=O)c1cccc(NC(=O)Cc2ccc(NC(=O)C3CCCN(C(=O)C4CC4)C3)cc2)c1)C1CCCCC1 (stereo unspecified)	6	0	-6	-1	6	3	-7	-3	-10	-0.8
O=C(NCc1nnc(SCC(=O)N2CCOCC2)o1)c1ccccc1F	3	7	2	-3	-5	-2	4	-6	-2	1.1
CC(C)(C)OC(=O)N1CCCC(C(=O)Nc2cccc(C(=O)N3CCOCC3)c2)C1 (stereo unspecified)	-7	3	-2	0	-5	0	1	0	1	-0.8
CCN(CC)Cc1c(O)ccc2c(=O)c(-c3ccccc3Cl)coc12	2	4	-3	1	7	2	2	-2	0	0.7
COc1cccc(C(=O)CSc2nnnn2C2CCCCC2)c1	-4	-7	7	5	5	-1	-6	9	-16	-2.3
Cc1nc(C#N)c(NCc2ccc3c(c2)OCO3)o1	-1	11	3	2	11	1	2	0	2	0.2
C(=N\NC(=Nc1ccccc1)c1ccccn1)/c1ccccn1	-3	11	3	0	-4	-1	-7	3	2	0.8
COC(=O)C(Cc1ccc(O)cc1)NC(=O)CCc1ccco1 (stereo unspecified)	3	4	-1	1	5	3	5	0	2	0.1
CC(C)(C)c1cc(C(=O)Nc2cccc3ccccc23)ccn1	-3	-7	0	0	6	-5	-3	2	-11	1.2
COc1ccccc1NS(=O)(=O)c1cccc(NC(=O)c2sc3ccccc3c2Cl)c1	-2	-69	-1	26*	11	16	11	1	-29	-0.7
COc1ccc(-c2sc3ccccc3c2/C=C/c2ccc(OC)c(OC)c2)cc1	-4	2	-2	-2	3	5	6	-1	3	-3.4
CCOC(=O)C1(C)CCCN(C(=O)Cc2ccc3ccccc3c2)C1 (stereo unspecified)	1	.	6	0	-5	-3	1	0	2	0.0
Cc1ccc(-n2ncc3c(=O)n(CC(=O)N(C)C)cnc32)cc1C	0	-2	2	1	2	-3	0	1	5	-1.2
CC12C=CC3(O1)C(C(=O)N(c1cccnc1)C3C(=O)NC1CCCCC1)C2C(=O)Nc1ccccc1 (stereo unspecified)	-1	2	1	0	-6	0	5	0	-3	-2.6
CNC(=S)N(Cc1cc2ccc(OC)cc2[nH]c1=O)CC1CCCO1 (stereo unspecified)	4	1	2	0	-2	-4	-5	-3	-1	-1.7
CC1(C)OC(=O)C2=C(C[C@@H](CCOCc3ccccc3)O[C@@H]2c2ccc(F)cc2)O1	2	.	-1	7	0	-1	7	-1	-5	-0.7
COc1cc(OC)nc(Nc2nc(CN)cs2)n1	2	.	0	-4	4	8	4	-3	2	-1.0
O=C(COC(=O)c1cc(=O)[nH]c2ccccc12)Nc1nccs1	-2	5	0	-3	-10	4	8	-1	1	-0.4
CCc1nn(CC(=O)NCCCN(C)Cc2ccccc2)c(=O)c2cc3sc(C)cc3n12	-3	4	-5	-8	1	-6	2	1	7	-1.7
C/C(=N\NC(=O)CNC(=O)C(c1ccccc1)c1ccccc1)c1ccccc1	-3	-1	6	2	-2	-1	-8	3	4	0.5
O=S(=O)(Nc1cccc(F)c1)c1cccc2nsnc12	-3	4	2	5	-6	5	-10	1	-3	1.6
CC1(C)Cc2c(C#N)c(SCc3nc4ccccc4[nH]3)nc(N3CCOCC3)c2CO1	-3	0	2	26*	-3	4	1	2	6	-0.7
O=S(=O)(c1ccc(OCC(O)CN2CCN(c3ccccc3O)CC2)cc1)N1CCOCC1 (stereo unspecified)	8	8	1	-1	5	2	0	-1	-5	-1.0
CCOc1ccccc1Oc1c(C)oc2c(CN3CCN(C)CC3)c(O)ccc2c1=O	1	5	1	5	2	-1	0	0	0	-1.1
CCOc1ccccc1NC(=S)Nc1ccccc1F	0	2	3	1	0	2	-4	0	0	-2.4
CC1CCCN(c2sc(S(C)(=O)=O)nc2S(=O)(=O)c2ccc(Cl)cc2)C1 (stereo unspecified)	2	0	2	-4	9	-2	6	-1	-9	-0.7
N#Cc1nc(NCC(F)F)nc(Nc2cc(F)cc(F)c2)n1	0	-43	-4	1	1	4	-3	-4	-12	1.6
CC(C)c1ccc(OCC(=O)NNC(=S)NC(=O)c2cccs2)c(Br)c1	-6	-7	1	-3	1	6	-2	5	-2	0.6
CC(C)C[C@H](NC1(C(=O)NC2CCCCC2)CCC1)C(=O)NCC(c1ccccc1)c1ccccc1	0	.	-4	0	-8	.	.	5	7	.
Cc1cc(C2=NNC(=NCc3ccccc3)SC2)c(C)n1-c1c(C)n(C)n(-c2ccccc2)c1=O	-10	14	-4	3	-3	11	-4	6	8	-2.6
COc1ccc(N=c2cc(-c3ccc(OC)cc3)oc3ccccc23)cc1	-3	-6	3	-3	-3	4	3	-3	4	-0.1
COc1ccc(C2=Nn3c(nnc3-c3ccco3)SC2)cc1OC	1	0	-6	0	-2	0	6	-1	7	2.4
COC(=O)[C@@]1(Cc2ccccc2)[C@H]2C(=O)N(Cc3ccccc3)C(=O)[C@H]2[C@H]2CN=C(SCc3ccccc3)N21	-7	-21	-2	-2	2	8	-4	3	-3	-0.5
O=C(Cc1ccc(-n2cnnn2)cc1)NC12CC3CC(CC(C3)C1)C2	2	-2	1	7	-3	2	-1	-1	-1	0.8
O=C1Nc2ccccc2N(O)N1c1ccc(Cl)cc1	-1	3	-2	-1	0	0	8	-1	1	-2.4
Cc1cc(C)n2nc(S(=O)(=O)NC3CCCCC3)nc2n1	-2	0	-3	-1	2	-1	-3	-1	0	-1.7
CC1(C)CC(N2CCN(c3ccccc3)CC2)=CC(=[N+]2CCCC2)C1	-2	3	-3	0	-5	-4	-2	0	-1	0.7
c1ccc(Cn2c(SCc3cn4cccnc4n3)nnc2-c2ccco2)cc1	1	0	-1	-1	-1	-2	-1	5	5	0.7
CC(Oc1ccc(Cl)cc1Cl)c1nc(-c2ccc(NC(=O)c3ccccn3)cc2)no1 (stereo unspecified)	-4	-1	1	1	4	-1	1	4	7	-0.7
COc1cc(S(=O)(=O)N2CCOCC2)c(OC)c(S(=O)(=O)N2CCOCC2)c1	-7	7	2	2	1	-3	-3	1	-3	1.4
Cc1ccc(S(=O)(=O)NCC(=O)N(CC(=O)NCc2ccco2)C2CCCC2)cc1	-4	2	-6	1	0	-3	-4	-1	2	-0.2

(list continues)
SMILES	LEDGF integ inh	HTRA1 inhibitor	MBD2 DNA inh	UHRF1 MBD2 ctr	NR1D1 modulator	rCAG RNA binder	TCR CD3 inh	PRMT1 inh	mABHD4 FP	PG9 Ab binder
Cc1ccc(N2CCN(CCc3nc4cc(NC(=O)c5ccco5)ccc4n3C)CC2)cc1	-4	-4	-1	1	-1	-8	-1	-4	3	-1.5
N#CCCN(Cc1ccccc1)C(C(=O)NC1CCCCC1)c1ccnc2ccccc12 (stereo unspecified)	-3	.	0	-2	1	5	3	0	-5	-2.2
Cc1nc2ccc(NS(=O)(=O)c3ccc(F)c(F)c3)cc2s1	0	1	-3	-1	-2	6	3	5	2	-0.5
CCOC(=O)N1CCN(C(=O)c2cc(S(=O)(=O)N3CCCC3)cn2C)CC1	2	-1	0	5	2	-3	-10	0	-5	1.3
COC(C[C@@H]1O[C@@H]1[C@H](O)COCc1ccccc1)OC	-1	-3	8	1	0	1	0	3	11	0.5
Cc1ccc2c(c1)C(c1ccccc1)N(C(=O)c1ccc(Br)cc1)CC(=O)N2 (stereo unspecified)	-2	-10	5	3	-2	-4	-1	6	-5	1.0
C[C@@H]1CN([C@@H](C)CO)C(=O)c2cc(Br)cnc2O[C@H]1CN(C)C(=O)Cc1cccnc1	2	1	2	-1	0	1	1	4	4	-0.2
COCCn1c(SCC(=O)Nc2ccccc2OC)nc2c([nH]c3ccccc32)c1=O	-1	-7	-3	0	-6	2	8	-2	13	-1.2
O=C(CN1C(=O)c2ccccc2C1=O)OCC(=O)N1CCCCC1	-1	1	2	-1	-12	0	4	-3	4	2.5
